Screening data from PubChem BioAssay.
N370S GC – inhibitors or activators of N370S glucocerebrosidase for Gaucher disease; P04062; N370S GC spleen homogenate, 4MU-glucoside fluorescence; Potency, µM (series often up to 59.4 µM), for inactives: at the highest dose activity change, negative = inhibition, actives largely listed as inhibitors; 0.092% of 330,000 active; AID 2101;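 note: 0% = full enzyme activity and -100% = no enzyme basal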
TDP1 block – TDP1 (human) enzyme inhibition; Q9NUW8; recombinant TDP1, AlphaScreen DNA substrate cleavage; Potency, µM (top dose mostly 130 µM), inactives show at the top dose activity change, negative = inhibition, usual class: inhibitors; 0.28% of 350,000 active; note: nearly all actives have a fitted effect of over 40% in size
Target sequence (Q9NUW8 whole entry, looked up): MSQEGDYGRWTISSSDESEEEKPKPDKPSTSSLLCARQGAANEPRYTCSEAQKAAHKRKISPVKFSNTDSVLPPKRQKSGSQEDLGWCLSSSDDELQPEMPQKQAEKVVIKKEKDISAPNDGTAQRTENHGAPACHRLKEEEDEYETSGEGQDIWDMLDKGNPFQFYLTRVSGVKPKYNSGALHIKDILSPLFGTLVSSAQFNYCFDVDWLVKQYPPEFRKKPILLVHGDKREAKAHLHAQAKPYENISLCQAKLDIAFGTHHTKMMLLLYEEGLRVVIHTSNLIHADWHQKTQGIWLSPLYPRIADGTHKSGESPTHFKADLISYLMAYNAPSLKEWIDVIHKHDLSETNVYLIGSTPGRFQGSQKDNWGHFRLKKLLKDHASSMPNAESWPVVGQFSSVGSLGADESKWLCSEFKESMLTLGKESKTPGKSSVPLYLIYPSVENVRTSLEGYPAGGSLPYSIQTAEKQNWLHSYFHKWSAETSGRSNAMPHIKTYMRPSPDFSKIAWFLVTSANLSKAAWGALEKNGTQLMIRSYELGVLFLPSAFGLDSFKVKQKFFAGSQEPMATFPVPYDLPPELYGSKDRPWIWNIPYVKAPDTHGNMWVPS
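Steps: enzyme plus compound, 15 min RT; add biotin/phosphotyrosine-FITC oligonucleotide (15 nM final), react 5 min; add donor/acceptor beads (10 ug/ml final), 10 min; read AlphaScreen. Tdp1 at 1 nM final.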
FEN1 inh – blocks human flap endonuclease 1; Recombinant FEN1 flap cleavage, fluorescence, 15 min; Potency, µM (doses to about 114 µM), for the others: top-dose activity change, negative = inhibition, usual class: inhibitors; 0.35% of 390,000 active; AID 588795; note: nearly all actives have a fitted effect of over 65% in size
Target sequence (P39748 whole entry, looked up): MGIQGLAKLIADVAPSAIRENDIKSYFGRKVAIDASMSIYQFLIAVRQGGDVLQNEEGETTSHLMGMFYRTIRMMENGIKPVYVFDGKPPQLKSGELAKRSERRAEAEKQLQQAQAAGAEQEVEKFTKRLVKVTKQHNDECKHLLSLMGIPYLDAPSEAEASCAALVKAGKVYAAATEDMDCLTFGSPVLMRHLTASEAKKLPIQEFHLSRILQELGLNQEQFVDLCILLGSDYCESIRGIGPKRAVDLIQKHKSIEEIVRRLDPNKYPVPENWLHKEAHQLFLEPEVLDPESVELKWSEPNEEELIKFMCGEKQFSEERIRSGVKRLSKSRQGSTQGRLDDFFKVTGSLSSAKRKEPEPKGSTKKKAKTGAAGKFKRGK
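FEN1 at 10 nM, compound pretreatment for 15 min (room temperature), 50 nM final substrate to initiate; endpoint reads at 0 and 15 min; DMSO-only plates used as vehicle background.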
Starred values were filed as active, the others as inactive; ? = inconclusive; . = no result given; & = joins results of further samples. Calls come from the whole dose curve; as a rule, active = well fitted curve in the direction sought with a large enough effect; inconclusive = small, poorly fitted or top-dose-only effect, or another doubt; inactive = no such curve, though single readings can be large; an effect the other way counts as inactive or inconclusive. Unless noted, % is set by controls: 0 for no effect and ±100 for the full control effect; potency is the fitted concentration of half-maximal effect.

1) O=C(Nn1cnnc1)c1ccc([N+](=O)[O-])cc1
2) Cc1cc(Cl)ccc1OCC(=O)N(Cc1sccc1C)C1CCS(=O)(=O)C1 (stereo not given)
3) CNC(=O)CSc1nc2cccnc2n1-c1ccc(F)cc1
4) Cc1nc(C(=O)NNC(=O)c2ccc(C(F)(F)F)cc2)cs1
5) Cc1ccc(Cn2c(SCc3ccc(C(=O)NC4CCCCC4)cc3)nc3ccncc32)cc1
6) CN(C(=O)CSc1nc2ccccc2c(=O)n1-c1ccc(F)cc1)C1CCS(=O)(=O)C1 (stereo not given)
7) CCOC(=O)c1cc(-c2cc(OC)c(OC)c(OC)c2)nc2c1c(=O)[nH]c(=O)n2Cc1ccccc1
8) O=C(COC(=O)c1ccc([N+](=O)[O-])cc1)Nc1ccc(Cl)cn1
9) Cn1c(=O)c2c([nH]c(OCc3ccc(Cl)cc3Cl)[n+]2Cc2ccc(F)cc2)n(C)c1=O
10) O=C(CSc1nnc(CNC(=O)c2c(F)cccc2Cl)o1)Nc1ccccc1F

Compound	1	2	3	4	5	6	7	8	9	10
N370S GC	0%	.	-5%	-9%	.	.	1%	-6%	-3%	.
TDP1 block	6%	-2%	5%	.	8%	1%	-4%	-3%	.	0%
FEN1 inh	-13%	-12%	1%	7%	-10%	15%	0%	1%	18%	20%

11) O=c1c2cccnc2n(-c2ccccc2)n1Cc1ccc(Cl)cc1
12) CCOC(=O)CCNC(=O)c1ccc2nc(C3CCCCC3)oc2c1
13) CCOc1cc(C(=O)N2CC(=O)Nc3ccc(C)cc3C2c2ccccc2)cc(OCC)c1OCC (stereo not given)
14) CCCc1nc2nc(C)c(NS(=O)(=O)c3ccc(C4CCCCC4)cc3)c(=O)n2[nH]1
15) COc1ccccc1N1CCN(C(=O)c2nc(-c3ccc(C)cc3)n3c2CCCCC3)CC1
16) O=c1c2cc3c(cc2nc2sc(Nc4ccc(F)c(Cl)c4)nn12)OCO3
17) C=CCSc1nnc(NC(=O)CCN2C(=O)C3CC=CCC3C2=O)s1 (stereo not given)
18) COc1ccc(-c2nn3c(=O)cc(CN4CCN(C(=O)Nc5ccc(C)c(Cl)c5)CC4)nc3s2)cc1
19) CCn1nc(C)cc1C(=O)NC1CCCc2c1cnn2-c1cc(F)cc(F)c1 (stereo not given)
20) CC(C)(C)S(=O)(=O)/C(C#N)=N/Nc1ccc(S(N)(=O)=O)cc1

Compound	11	12	13	14	15	16	17	18	19	20
N370S GC	9%	-14%	.	-8%	.	.	.	.	-7%	-19%
TDP1 block	-12%	.	3%	1%	1%	0%	1%	3%	2%	5%
FEN1 inh	-2%	-2%	5%	0%	?	27%	1%	8%	1%	-15%

21) COC(=O)c1cc(NC(=S)Nc2cc(Cl)cc(Cl)c2)cc(C(=O)OC)c1
22) C/C(=N\N(Cc1ccccc1)c1ccccc1)c1cccnc1
23) CCN(CC)S(=O)(=O)c1cccc(C(=O)N/N=C/c2c(C)nn(-c3ccccc3)c2Cl)c1
24) CN(C(=O)c1ccc(NC(=O)C2CCCN(C(=O)OC(C)(C)C)C2)cc1)C1CCCCC1 (stereo not given)
25) O=C(Cc1c[nH]c2ccccc12)NCc1ccc(Cl)cc1Cl
26) Cc1ccc(CNC(=O)c2ccccc2N)cc1
27) CC(C)Cn1c(N)c(/C=N/NC(=O)c2ccc(Cl)cc2)c(=O)n(C)c1=O
28) O=C(O)c1ccc2c(c1)N(Cc1ccccc1F)C(=O)c1ccccc1S2=O (stereo not given)
29) O=S(=O)(c1ccc(-c2ccccc2)cc1)N1CCCC1
30) CC1CCN(CC(=O)Nc2cccc(Cl)c2)CC1

Compound	21	22	23	24	25	26	27	28	29	30
N370S GC	-4%	0%	-14%	.	9%	2%	-3%	2%	13%	-3%
TDP1 block	0%	4%	-5%	0%	4%	3%	.	10%	3%	-6%
FEN1 inh	9%	-19%	3%	13%	-23%	1%	-2%	-18%	-2%	14%

31) COc1cc([N+](=O)[O-])ccc1NC(=O)Nc1ccc2c(c1)OCCO2
32) CCOC(=O)c1c(NC(=O)c2cccc(N3C(=O)CCC3=O)c2)sc(C)c1C
33) Cc1cccc(C(=O)NCCN2CCCC2)c1
34) N#Cc1ccccc1S(=O)c1ccccc1C(=O)Nc1ccccc1 (stereo not given)
35) COC(=O)C1=CN(Cc2cccs2)C=C(C(=O)OC)C1c1cccc(OC)c1OC
36) COc1ccc(CNC(=O)c2ccc(CS(=O)Cc3ccc(Cl)cc3)o2)cc1 (stereo not given)
37) Cc1cccc2cc(CN(Cc3cccnc3)C(=O)c3ccncc3)c(=O)[nH]c12
38) Cc1cc(Cl)ccc1OCCCC(=O)OCC(=O)Nc1cccc(S(N)(=O)=O)c1
39) COC(=O)c1sc2nc[nH]c(=O)c2c1C
40) O=C(CCSc1ccccc1)Nc1nnc(-c2cccs2)o1

Compound	31	32	33	34	35	36	37	38	39	40
N370S GC	0%	-25%	2%	5%	-4%	6%	-2%	.	6%	-3%
TDP1 block	5%	6%	2%	5%	1%	4%	5%	2%	3%	.
FEN1 inh	-22%	-15%	2%	2%	-11%	-1%	2%	-15%	-7%	-5%

41) N#CCc1ccc(OC(=O)c2cnccc2C(F)(F)F)cc1
42) O=C(NNC(=O)c1cc2ccccc2cc1O)Nc1ccc(F)cc1F
43) CCOc1ccc(C(=O)NCC(=O)OCc2csc(-c3ccccc3)n2)cc1
44) O=C(CN(C(=O)c1csnn1)c1ccc(F)c(Cl)c1)NC1CCCCC1
45) COCCCNC(=O)CC(NS(=O)(=O)c1ccc(Cl)cc1)c1ccco1 (stereo not given)
46) COc1cc(-c2nc3ccccn3c2N)ccc1O
47) CN1CCN(C(=O)c2ccc(CS(=O)Cc3ccc(Cl)cc3)o2)CC1 (stereo not given)
48) COC(=O)c1cc(C(=O)OC)n(Cc2ccc(F)cc2)n1
49) O=C(NCC1CCN(Cc2ccccc2Cl)CC1)c1cc2ccc3cccnc3c2[nH]1
50) CO/N=C(/CNC(=O)c1ccc(Cl)cc1Cl)c1ccc(Cl)cc1

Compound	41	42	43	44	45	46	47	48	49	50
N370S GC	-13%	0%	17%	-14%	1%	-25%	0%	-2%	.	27%
TDP1 block	.	0%	5%	.	1%	.	0%	4%	3%	0%
FEN1 inh	14%	-3%	-13%	13%	10%	11%	24%	-14%	-19%	1%

51) O=C(Nc1nnc(C2CC2)s1)c1cccc(S(=O)(=O)N2CC(c3ccccc3)CC2=O)c1 (stereo not given)
52) COc1cccc(NC(=O)c2cccc(C)c2[N+](=O)[O-])c1
53) Cc1cc(Sc2nc(N(C)C)nc(N(C)C)n2)nc(Cl)n1
54) Cc1ccsc1/C=C1\Oc2cc(OCC(=O)c3ccccc3)ccc2C1=O
55) O=C(CCCn1c(=S)[nH]c2ccc(Br)cc2c1=O)N1CCN(c2ccccn2)CC1
56) CCCCn1c(SCC(=O)Nc2cc(C(F)(F)F)ccc2Cl)nnc1C(CC)N(C)C (stereo not given)
57) COc1ccccc1C1C(C(C)=O)=C(O)C(=O)N1CCc1ccccc1 (stereo not given)
58) Cc1c(C(=O)NCc2ccc(F)cc2)oc2ccc(S(=O)(=O)N3CCOCC3)cc12
59) CCOC(=O)N1CCN(S(=O)(=O)c2ccc(C(=O)N(CCCN(C)C)c3nc4ccc(OC)cc4s3)cc2)CC1
60) Cc1cccc(NC(=O)c2ccc3nccnc3c2)c1C

Compound	51	52	53	54	55	56	57	58	59	60
N370S GC	-12%	6%	2%	?	2%	-13%	3%	-11%	-29%	2%
TDP1 block	4%	-5%	0%	0%	4%	1%	4%	6%	6%	9%
FEN1 inh	14%	-5%	15%	-16%	-5%	11%	-1%	6%	11%	-5%

61) C/C=C/c1ccc(OCC(O)CNCC(c2ccc(OC)cc2)N(C)C)c(OC)c1 (stereo not given)
62) CCCC(=O)c1c[nH]c(C(=O)NCCCN2CCOCC2)c1
63) CCN(CC(=O)NCCc1ccc(S(N)(=O)=O)cc1)Cc1ccccc1
64) C=CCn1c(NC(=O)c2ccc(C)cc2)nc2ccccc21
65) Cc1ccc(C(=O)C(C)OC(=O)C2CCN(c3ccc(C(F)(F)F)cn3)CC2)cc1C (stereo not given)
66) COc1cc(N=c2oc3c(C)ncc(CO)c3cc2C(N)=O)cc(OC)c1OC
67) Cc1cc(C)c(C(=O)COC(=O)c2cc([N+](=O)[O-])ccc2N2CCOCC2)cc1C
68) O=C(Nc1ccccc1O)c1ccc(NS(=O)(=O)c2cccc3cccnc23)cc1
69) Cc1cccc(OCCn2nc(C(=O)O)c3ccccc3c2=O)c1
70) COc1ccc(C(CNC(=O)c2oc3ccc(OC)cc3c2C)N2CCCC2)cc1 (stereo not given)

Compound	61	62	63	64	65	66	67	68	69	70
N370S GC	-12%	-15%	0%	-2%	-21%	-7%	-4%	-8%	20%	-5%
TDP1 block	.	1%	1%	5%	.	5%	3%	.	9%	0%
FEN1 inh	17%	1%	19%	9%	-4%	-9%	1%	7%	-3%	10%

71) Cc1ccccc1CNC(=O)C1CCCN(c2nnc(C)c3c(C)n(-c4ccccc4)nc23)C1 (stereo not given)
72) O=C(COC(=O)c1cc(-c2ccncc2)nc2ccccc12)Nc1ccc2c(c1)OCO2
73) CCc1ccc(-c2cc(C(F)(F)F)n3nc(C(=O)Nc4c(C)nn(Cc5ccc(F)cc5)c4C)cc3n2)s1
74) O=C(CSc1nnc(NC(=O)C2CC2)s1)Nc1ccc(F)cc1
75) CC(CN1CCCCC1)OC(=O)COc1ccc(Br)cc1 (stereo not given)
76) CC(=O)N1CC(C)Sc2ccc(S(=O)(=O)NC(C)c3ccccc3)cc21 (stereo not given)
77) COc1cccc(OC)c1C(=O)Nc1ccc2c(c1)CCCN2S(=O)(=O)c1ccc(C)cc1
78) CC(=O)c1ccc(S(=O)(=O)N2CCN(C(=O)CSc3ccc(C)c(C)c3)CC2)cc1
79) O=C(CCCc1nc(-c2ccccc2)no1)Nc1cc(C(F)(F)F)cc(C(F)(F)F)c1
80) Cc1nn(-c2ccccn2)c2c1C(c1ccccc1Cl)C1=C(N2)c2ccccc2C1=O (stereo not given)

Compound	71	72	73	74	75	76	77	78	79	80
N370S GC	-5%	1%	10%	2%	-3%	-12%	0%	-6%	.	-7%
TDP1 block	79µM*	0%	3%	7%	5%	1%	3%&-4%	-1%	1%	5%
FEN1 inh	?	.	-3%	6%	-3%	-19%	-14%&4%	4%	-15%	1%

Copied from above, compounds 76 to 80
76) CC(=O)N1CC(C)Sc2ccc(S(=O)(=O)NC(C)c3ccccc3)cc21 (stereo not given)
77) COc1cccc(OC)c1C(=O)Nc1ccc2c(c1)CCCN2S(=O)(=O)c1ccc(C)cc1
78) CC(=O)c1ccc(S(=O)(=O)N2CCN(C(=O)CSc3ccc(C)c(C)c3)CC2)cc1
79) O=C(CCCc1nc(-c2ccccc2)no1)Nc1cc(C(F)(F)F)cc(C(F)(F)F)c1
80) Cc1nn(-c2ccccn2)c2c1C(c1ccccc1Cl)C1=C(N2)c2ccccc2C1=O (stereo not given)

Compound	76	77	78	79	80
N370S GC	-12%	0%	-6%	.	-7%
TDP1 block	1%	3%&-4%	-1%	1%	5%
FEN1 inh	-19%	-14%&4%	4%	-15%	1%

(list continues)
81) Cc1ccc(-c2nnc(SCC(=O)Nc3ccccc3N3CCOCC3)o2)cc1
82) OC(CN1CCN(c2ccc(C(F)(F)F)cn2)CC1)c1ccccc1 (stereo not given)
83) CC(=O)c1c(C)[nH]c(-c2ccccc2)c1C
84) Cc1nc2sc(C(=O)OC(C)C)c(N)c2c(C)c1C
85) O=C(O)c1ccccc1NC(=O)C1CCCO1 (stereo not given)
86) COc1ccc(CN(C)S(=O)(=O)c2nnc(NC(=O)c3ccc(C)cc3)s2)cc1OC
87) CCC1CCCCN1CCCNS(=O)(=O)c1ccc2c(c1)oc(=O)n2C (stereo not given)
88) Oc1ccc(Cl)cc1CNCc1ccc(Cl)cc1
89) C=CCNc1nc(Cl)nc(Nc2ccc(OCC)cc2)n1
90) O=C(Cc1c(F)cccc1Cl)NCC1CCCO1 (stereo not given)
91) Cc1ccc2[nH]cc(C(c3ccccc3)c3ccc(C)s3)c2c1 (stereo not given)

Compound	81	82	83	84	85	86	87	88	89	90	91
N370S GC	17%	0%	-17%	21%	6%	-4%	-4%	-24%	-10%	-2%	.
TDP1 block	-1%	.	3%	5%	-1%	1%	-4%	-8%	3%	0%	9%
FEN1 inh	-3%	-10%	-5%	0%	-8%	24%	-13%	-16%	-10%	-2%	-5%
